Screening results (PubChem)
HSP90 refold inh – HSP90 inhibitors, primary screen, cell lysate, luminescence; inhibition, % at 5.6 µM; Heat shock protein HSP 90 (rabbit reticulocyte lysate; luciferase refolding); 290,000 compounds, 0.91% hits; Rabbit reticulocyte lysate, luciferase refolding luminescence, 3 h;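 active means inhibition above the screen-wide mean plus 3 SD, computed separately per campaign, cut at about 16% in these data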;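 further: 0% = DMSO wells and 100% = 60 µM geldanamycin wells; inhibitors lower the luminescence because luciferase stays unfolded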
GSK3B inh – human GSK3beta kinase inhibitors, primary screen, biochemical, cell-free homogeneous, HTS | Glycogen synthase kinase-3 beta (Homo sapiens), P49841 | activity score (negative = inhibition), % at 10 µM | 300,000 compounds, 0.038% hits | GST-GSK3beta kinase, ADP-Glo luminescence, 60 min; active compounds read low;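 active means more than half of replicate wells score below -50%, meaning over 50% inhibition versus plate controls; inconclusive means some replicates but at most half score below -50%; inactive means no replicate scores below -50%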;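 further: 0% = median DMSO wells and -100% = median GW8510 positive control wells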
Target sequence (P49841 whole entry, looked up): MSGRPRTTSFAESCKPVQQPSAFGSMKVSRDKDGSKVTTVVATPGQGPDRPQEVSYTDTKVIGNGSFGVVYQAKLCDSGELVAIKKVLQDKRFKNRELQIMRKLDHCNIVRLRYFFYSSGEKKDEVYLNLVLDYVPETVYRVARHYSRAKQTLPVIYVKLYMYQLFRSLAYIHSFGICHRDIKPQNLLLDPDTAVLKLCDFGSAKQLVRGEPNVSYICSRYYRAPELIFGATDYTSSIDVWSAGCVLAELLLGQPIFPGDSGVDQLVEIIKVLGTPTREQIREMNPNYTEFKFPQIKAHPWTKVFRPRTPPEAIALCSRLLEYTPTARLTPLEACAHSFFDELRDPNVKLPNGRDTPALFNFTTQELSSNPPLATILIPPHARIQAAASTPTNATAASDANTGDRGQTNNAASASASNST
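test system = GST-tagged human GSK3beta kinase, cell-free | reagent = 25 µM ATP with peptide substrate | dosing = one dose of 10 µM per compound | schedule = 60 min reaction, RT | detection = luminescent ADP-Glo measurement of ADP formed | control set = DMSO neutral wells and GW8510 at 20 µM as positive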
HDAC3 inhib – HDAC3 deacetylase inhibitors, primary screen, biochemical, fluorescence, cell-free homogeneous; Histone deacetylase 3 (Homo sapiens), O15379; recombinant HDAC3, fluorogenic peptide/trypsin coupled; inhibition, % at 8.3 µM; 320,000 compounds, 0.15% hits; in the data active means inhibition above about 26%, passing the limit was not always enough; inconclusive means no clear call, values can overlap the other calls
Target sequence (O15379 whole entry, looked up): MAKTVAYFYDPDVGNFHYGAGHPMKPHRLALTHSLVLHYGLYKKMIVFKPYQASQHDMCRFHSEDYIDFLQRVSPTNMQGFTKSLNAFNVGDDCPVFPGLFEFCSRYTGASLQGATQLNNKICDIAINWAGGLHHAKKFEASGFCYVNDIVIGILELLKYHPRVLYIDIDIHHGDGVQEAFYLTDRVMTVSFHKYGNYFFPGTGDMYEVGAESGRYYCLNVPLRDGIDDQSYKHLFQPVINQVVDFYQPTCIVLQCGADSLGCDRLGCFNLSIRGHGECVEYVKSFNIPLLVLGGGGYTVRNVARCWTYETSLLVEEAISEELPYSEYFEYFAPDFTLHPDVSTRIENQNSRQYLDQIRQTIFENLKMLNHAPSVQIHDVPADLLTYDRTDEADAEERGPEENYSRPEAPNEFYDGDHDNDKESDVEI
GSK3 alpha inh – blockers of GSK3A enzyme activity – biochemical, luminescence, cell-free homogeneous, HTS, primary screen; inhibition, % at 10 µM; GSK-3 alpha kinase, ADP-Glo luminescence, 60 min; 320,000 compounds, 0.1% hits; AID 2650, 2010;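 in the data active means inhibition above about 50%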;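 further: GST-tagged GSK-3 alpha with peptide substrate and 25 µM ATP; 0% = DMSO neutral wells and 100% = GW8510 positive control wells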
Platelet DG rel – inhibitors of platelet dense granule secretion, primary screen, cell-based, MLPCN, human platelets | human platelet-rich plasma, SFLLRN dense granule ATP release, luminescence | 300,000 compounds, 0.22% hits | inhibition, %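 (compounds screened at 7.5 µM in platelet-rich plasma)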;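 active means mean replicate score, as percent of positive control, at or above 50; inconclusive means mean below 50 but at least one replicate at or above 50; inactive means mean and every replicate below 50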
Dyrk1A ADPGlo – rat Dyrk1A kinase inhibitors, primary screen, biochemical, single point, plate reader | AID 504441, 2011 | Dual specificity tyrosine-phosphorylation-regulated kinase 1A (Rattus norvegicus), Q63470 | 310,000 compounds, 0.43% hits | inhibition, % at 12.5 µM | ADP-Glo luminescence, NFATc1 peptide; in the data active means inhibition above about 50%;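 further: plate controls were vehicle with enzyme for no effect and no enzyme for full effect; many of its hits are not listed in these tables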
HSF-1 act – HSF-1 activators, primary screen, NIH3T3-HGL cells, MG132 stress, luminescence, single point; NIH3T3-HGL HSF-1 luciferase reporter, 8 h; 100% = twice DMSO control signal; activation, % at 9 µM; 300,000 compounds, 1.7% hits;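 active means mean replicate activation of at least 50% with a set share of replicates each reaching 50%; inconclusive means only one of those two conditions met; inactive means mean below 50% and too few replicates reaching it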;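 further: 0% = median of the neutral control wells and 100% = twice that signal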
PolyA inhibitor – polyadenylation inhibitors in yeast reporter cells, primary screen, luminescence, S. cerevisiae | 300,000 compounds, 0.02% hits | S. cerevisiae SKY197-pL101 polyadenylation reporter, beta-gal luminescence; efflux-impaired pdr1/pdr3 knockout yeast; score 100 = 6 SD above DMSO | calls only at 12 µM;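 active means lowest replicate activity score at least 50, where 100 means six control SD above control mean; inconclusive means lowest score under 50 but half or more replicates reach 50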;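 further: yeast exposed to compound for 9 h at 30 °C; higher score means more reporter readthrough which indicates perturbed polyadenylation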
HSF1 inhib – HSF1 inhibitors in luciferase reporter cells, primary screen, cell-based, NIH3T3, luminescence; NIH3T3-HGL HSE-luciferase, MG132-induced, luminescence 8 h; active compounds read low; activity change, negative = inhibition, % at 7.5 µM (by protocol); 300,000 compounds, 0.77% hits; AID 2098, 2009;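 active means more than half of replicate wells show activity change below -50%, luminescence cut by over half; inconclusive means some wells, but at most half, below -50%; inactive means no replicate well below -50%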;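 further: luciferase reports HSF-1 transcriptional activity via heat shock element; 0% = median of DMSO wells and -100% = zero luminescence signal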
AI-2 QS modul – Vibrio harveyi AI-2 quorum sensing modulators, primary screen, JMH597 strain, luminescence/OD600 ratio; Vibrio harveyi JMH597 AI-2 luminescence/OD600 ratio, 9 h; active compounds read low; strain lacks LuxN and CqsS sensors; 0 = neutral-control median; activity change, % at 7.5 µM; AID 2094, 2009; 300,000 compounds, 0.4% hits; in the data active means activity change below about -75%, passing the limit was not always enough; inconclusive means no clear call, values can overlap the other calls;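 further: luminescence divided by OD600 gain over 9 h not by final OD600 alone; inactives centre near 13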
The depositor's hits bear a star; i = inactive; ? = inconclusive; · = no result given.

The line under a structure holds: HSP90 refold inh	GSK3B inh	HDAC3 inhib	GSK3 alpha inh	Platelet DG rel	Dyrk1A ADPGlo	HSF-1 act	PolyA inhibitor	HSF1 inhib	AI-2 QS modul
- Cc1cc(/C=C2/NC(=O)NC2=O)c(C)n1-c1ccc(C#N)cc1
  0	-3	-3	-4	8	-3	7	i	-1	1
- COc1ccccc1NS(=O)(=O)c1cc(NC(=O)c2cccs2)ccc1N1CCOCC1
  6	0	13	-3	8	3	28	i	16	2
- COc1cc(CCC(=O)Nc2nnc(C)s2)cc(OC)c1OC
  -2	1	-5	-1	2	0	-2	i	-3	30
- CCCN(C(=O)CSc1cc(-c2ccccc2)c2ccc(OC)cc2n1)C1CCS(=O)(=O)C1 (centres undefined)
  5	-1	4	0	-7	1	30	·	14	37
- CC(=O)Nc1cc(N=Cc2ccc(O)cc2O)c(Cl)cc1Cl
  1	2	-2	1	-15	0	13	i	-8	41
- COc1cc(/C=C2\C(=N)N3N=CSC3=NC2=O)cc(Br)c1OC(=O)c1ccco1
  1	1	0	1	-7	6	-8	i	5	17
- Cc1cc(NC(=O)CN2CCN(S(=O)(=O)c3ccc4ccccc4c3)CC2)no1
  6	-1	0	-2	-13	0	19	i	4	8
- CCOc1cccc2cc(C(=O)N3CC(C)OC(C)C3)c(=O)oc12 (centres undefined)
  -5	0	3	-2	2	13	7	i	-2	19
- CC(C)/C=N\NC(=O)CCCCC(=O)N/N=C/C(C)C
  0	-1	-5	-1	-2	3	1	i	-3	20
- O=C(CN1CCCCC1)Nc1ccccc1-c1ccccc1
  3	-3	-6	8	2	2	15	i	-5	6
- COc1ccc(CONc2ncnc3nonc23)cc1[N+](=O)[O-]
  -1	1	-2	-1	4	-2	24	i	-1	7
- Cc1ccc(S(=O)Cc2ccc(C(=O)N3CCN(C(=O)c4ccco4)CC3)o2)cc1 (centres undefined)
  -1	0	1	-8	0	1	-6	i	8	33
- CCN1C(=O)[C@H]2[C@@H](c3ccc(Cl)cc3)N3C(=O)CN(CC4CC4)C(=O)[C@@]3(Cc3ccccc3)[C@H]2C1=O
  -5	-4	8	1	-2	4	-6	i	-2	11
- Cc1c(C(=O)N(C)CCC#N)oc2ccc(S(=O)(=O)N3CCOCC3)cc12
  -3	4	-2	-1	11	·	7	i	0	33
- CCN1C(=S)N[C@@H](CCc2ccccc2)C(C(=O)OC)=C1C
  2	3	3	-2	1	·	0	i	-2	-3
- COc1ccc(C/C(N)=N/OC(C)=O)cc1OC
  -2	5	-4	0	-2	-5	-2	i	2	18
- N#CC1=C(N)SC(N)=C(C#N)C1CCC1CCCCC1
  4	0	7	-1	-8	·	9	i	5	73
- O=C(Cn1nnc2ccccc2c1=O)Nc1ccc2c(c1)CCC2
  4	3	1	13	0	15	2	i	0	-94*
- Cc1cc(C)cc(N(CCC#N)C(=O)CSC2=Nc3ccccc3C3CC=NN23)c1 (centres undefined)
  3	1	1	·	-4	·	35	i	22	8
- Cc1cc(SCC(=O)NCCC2=CCCCC2)nc2ccccc12
  -2	1	4	1	-9	-14	-7	i	3	27
- O=c1oc(-c2ccccc2)nc2ccsc12
  6	2	2	2	3	5	11	i	-1	-14
- CCOC(=O)c1c(N)n[nH]c1-c1ccccc1
  1	4	-3	9	10	-6	7	i	-3	4
- CCCCOc1ccc(N(CC(=O)NC2CCCCC2)C(=O)CCC(=O)Nc2ccccn2)cc1
  -2	-2	-14	-2	-1	-6	17	i	0	-6
- COc1ccccc1NC(=O)COc1coc(CN2CCN(c3ccccc3)CC2)cc1=O
  ·	0	0	0	-40	0	17	i	0	15
- COc1ccc(N2CCN(CC(=O)Nc3nc(C)cs3)CC2)cc1
  0	-2	4	0	-8	1	-11	i	-6	10
- COC(=O)c1ccc(C2c3c(oc4ccccc4c3=O)C(=O)N2CCCN2CCOCC2)cc1 (centres undefined)
  -1	2	6	·	0	-11	6	i	2	28
- CCOc1ccc(C(=O)NC(=S)NCc2cccnc2)cc1
  -1	-3	-2	0	16	-1	6	i	0	-22
- O=c1ccc(-c2ccccc2)nn1Cc1ccc(F)cc1Cl
  1	-1	-1	2	-2	1	12	i	8	11
- C=CCNC(=S)N/N=C(\C)c1ccc(OC)cc1
  1	4	4	-1	-7	1	-23	i	4	0
- Cc1ccc(C)c(OC(C)C(=O)Nc2ccc(S(=O)(=O)Nc3nccs3)cc2)c1 (centres undefined)
  1	-1	2	2	-5	-3	13	i	4	5
- COc1ccc(-n2nnnc2SCC(=O)NC(=O)Nc2ccc3c(c2)OCCO3)cc1
  3	·	1	2	·	12	·	·	·	·
- Cc1cc(/C=C(/C#N)c2nc3ccccc3[nH]2)c(C)n1-c1ccccc1C(=O)O
  0	2	·	0	3	-4	44	i	15	27
- Cc1ccc2nc(-c3ccccn3)cc(C(=O)NC(C)C(C)(C)C)c2c1 (centres undefined)
  -4	2	-7	-1	-4	4	-2	i	-5	17
- CCC(=O)N1CCc2cc(S(=O)(=O)CCC(=O)NCCc3ccccc3)ccc21
  1	-5	-2	-1	-1	-6	5	i	-8	4
- COC(=O)CSc1nc(NC(C)(C)C)nc(N(C)C)n1
  3	0	0	-1	0	·	24	i	8	-1
- CC(=O)Nc1cc(NC(C)=O)cc(C(=O)OC(C)C(=O)Nc2ccc(S(=O)(=O)N3CCCC3)cc2)c1 (centres undefined)
  ·	0	2	0	20	-5	-3	i	5	9
- Cc1ccc(S(=O)(=O)N(CC(=O)NCCSCc2ccco2)c2cc(C)ccc2C)cc1
  4	3	10	0	-2	-5	19	i	10	21
- CCO[C@@H]1OC(C(=O)NCc2nc3ccccc3[nH]2)=C[C@H](C2CCCCC2)[C@H]1CCCO
  5	2	6	-5	-4	-3	-17	i	-7	29
- COCCN(Cc1cc2ccc(C)c(C)c2nc1Cl)C(=O)N1CCOCC1
  -5	-10	0	4	5	-4	55*	i	18	10
- Cc1ccc(OCCCC(=O)N2CCOCC2)c(C)c1
  -3	1	11	-1	10	-6	23	i	11	17
- CCN(CC)S(=O)(=O)c1ccc(-c2nnc(SCC(=O)Nc3ccc(OC)cc3)o2)cc1
  9	0	-2	0	-4	2	10	i	1	10
- COCC(C)NCc1cccc2ccccc12 (centres undefined)
  0	0	-1	-2	4	0	-19	i	-9	14
- CCCN(CC(=O)Nc1ccccc1OC)C(C)C(=O)NC(C)CCc1ccccc1 (centres undefined)
  -2	-4	7	-4	-4	-6	44	i	17	20
- Cc1ccc(S(=O)(=O)N2CCOCC2)cc1C(=O)OCC(=O)NC1CCS(=O)(=O)C1 (centres undefined)
  1	2	0	2	-4	2	27	i	18	14
- COc1cc(C(=O)Nc2nnc(SC)s2)c([N+](=O)[O-])cc1OC
  4	-1	6	-3	-9	4	9	i	-9	23
- CS(=O)(=O)Nc1ccc(C(=O)NC2CC3CCC2C3)cc1 (centres undefined)
  -2	-1	2	3	11	-7	-8	i	2	16
- Cc1ccc(CNc2nc3ccccc3s2)s1
  36*	6	3	1	5	3	17	i	-3	-55
- NC1=NC(=Nc2ccc(Cl)cc2)c2ccccc21
  -4	-3	6	-2	-6	0	33	i	13	5
- CCOC(=O)C1(CCSC)NC(c2ccco2)C2C(=O)N(C)C(=O)C21 (centres undefined)
  -3	2	-5	-2	-5	6	-3	i	-7	14
- CN(C)S(=O)(=O)c1ccc(C(=O)N2CCN=C2SCc2cccnc2)cc1
  2	1	-9	3	12	-4	-8	i	2	23
- Cc1ccc(/C=C/c2ccc3cccc(O)c3n2)s1
  6	2	2	2	-7	6	85*	i	51	13
- C/C(=N\OCC(=O)Nc1ccccc1C(C)(C)C)c1ccc2c(c1)OCCO2
  3	0	-4	-2	15	0	7	i	0	16
- C=CCn1c(SCn2nnc3ccccc3c2=O)nc2scc(-c3cccs3)c2c1=O
  -1	-4	7	-5	6	2	-6	i	4	19
- CCc1nnc(NC(=O)CSc2nc3ccc(OC)cc3[nH]2)s1
  0	-3	1	5	17	3	-19	i	-3	4
- O=C(Cn1nnc(-c2ccccc2)n1)NCc1ccccc1
  2	1	-5	-2	-1	0	-44	i	-27	10
- O=C(CNC(=O)c1ccc(F)cc1)N/N=C/c1ccc(O)c([N+](=O)[O-])c1
  1	0	-2	1	5	3	-21	i	-4	25
- C#CCOCCOCCOCCNc1nc(N2CCN(C(=O)[C@H](CCCCN)n3cc(C(N)CO)nn3)CC2)nc(N2CCN(C(=O)[C@H](CCC(=O)O)n3cc(C(N)[C@H](C)CC)nn3)CC2)n1 (some centres undefined)
  7	0	-9	-1	-3	·	24	i	0	10
- CC(C)N1CC2=C(C1=O)C(c1ccc(O)cc1)NC(=O)N2C (centres undefined)
  -5	-1	-3	0	2	7	-44	i	-30	21
- CC12CCC(C(=O)NCC3CCCO3)(OC1=O)C2(C)C (centres undefined)
  0	0	1	-2	9	-4	0	i	-3	-2
- Cc1ccc2c(c1)N(C(=O)CCC(=O)NCc1cccc(Cl)c1)CC(C)O2 (centres undefined)
  0	1	-1	0	-4	7	10	i	3	31

(listing goes on)
The line under a structure holds: HSP90 refold inh	GSK3B inh	HDAC3 inhib	GSK3 alpha inh	Platelet DG rel	Dyrk1A ADPGlo	HSF-1 act	PolyA inhibitor	HSF1 inhib	AI-2 QS modul
- CCCCC(C(=O)NC(C)(C)C)N(Cc1ccco1)C(=O)c1snc(C(N)=O)c1N (centres undefined)
  -1	2	10	-1	7	9	7	i	1	11
- Cc1cc(F)ccc1NC(=O)c1cc(S(=O)(=O)N2CCCC2)cn1C
  -3	-2	-2	-2	?	-1	-6	i	0	1
- CCCn1nnc(NC(=O)c2cccc(OCc3ccccc3)c2)n1
  1	3	-10	-2	-9	4	-8	i	1	5
- CNC(=O)CN(Cc1ccccc1)S(=O)(=O)c1ccccc1
  -1	-1	-2	-1	11	-3	15	i	-2	18
- CCOC(=O)N1CCC(NC(=O)C2CCN(c3ccc(N4CCOCC4)nn3)CC2)CC1
  -2	2	-5	-2	-16	4	3	i	-6	25
- O=C(Nc1nc2ccccc2s1)c1ccc2c(c1)OCO2
  22*	3	-1	3	4	-2	33	i	4	13
- COc1ccc2c(=O)c(-c3nc(C)cs3)coc2c1
  5	0	3	0	0	7	17	i	7	-2

Only part of the results is shown; rates above refer to the full screens.
